Source: PubChem BioAssay (National Center for Advancing Translational Sciences (NCATS))
S3 lipid droplet = qHTS Assay for Lipid Storage Modulators in Drosophila S3 Cells | Drosophila S3 cells, BODIPY lipid droplet fluorescence, 18-24 h; cells fed with added oleic acid | Potency in µM for hits, for the others lipid storage change, negative = inhibition, % at the top dose, mostly 46.1 µM | 320,000 compounds, 0.64% hits | AID 2685, 2010; active = well fitted inhibition curve with a large enough effect in the signal ratio, with a control signal flat, not every such curve was filed as active; inconclusive = small, poorly fitted or top-dose-only effect, or effect the other way, or a change in a side signal; the % refers to the signal ratio
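Drosophila S3 cells loaded with oleic acid (400 uM, as added) and compounds at several concentrations; lipid droplets imaged by 488-nm laser-scanning cytometry, 500–530 nm intensity and object ratio to cell channel. Percent activity normalized to 20 uM Triacsin C.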
S3 lipid droplet cell count max = further read-out of S3 lipid droplet, marked with its call; cell number change, %; measured here: cell count max response;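 cells counted by Cell Tracker Red CMTPX staining in the red channel; peak over a dose series mostly up to 46.1 µM; percent activity relative to internal control wells on each plate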
Numbers without * were called inactive; i = inactive; u = inconclusive; x = no result given; [ ] = remark or other dose. % is set by controls: 0 for no effect and ±100 for the full control effect; potency is the fitted concentration of half-maximal effect. The list is partial; rates above refer to the full screens.

smiles	S3 lipid droplet	S3 lipid droplet cell count max
Cc1[nH]c(=S)c(C#N)c(C)c1C(=O)Nc1ccccc1	u	x
CC(C)NC(=O)CCCC(=O)NC(C)C	u	x
CN(C)c1ccc(Nc2nc(N)c3ccccc3n2)cc1	u	x
Cc1ccc(CNC(=O)CNC(=O)c2ccc(Br)o2)cc1	13.2%	x
Cc1c(Cl)cccc1-n1c(SCC(=O)N(C)Cc2ccccc2)nnc1-c1ccncc1	u	x
COc1ccc(CNC(=O)c2cc(=O)c3cc(C)ccc3o2)cc1	u	x
CSc1ncccc1C(=O)NCCc1ccccc1	u	x
CN(C)CCCN(C(=O)CCSc1ccccc1)c1nc2cc3c(cc2s1)OCO3	7.9%	9.1
S=c1[nH]nc(-c2ccccn2)n1/N=C/c1cccc2ccccc12	u	x
Cc1sc2nc(C3CC3)nc(SCC(=O)NCc3ccco3)c2c1C	u	x
CCS(=O)(=O)NC(C)C(c1cccs1)N1CCN(C)CC1 (stereo not drawn)	u	x
Cc1[nH]n(C(N)=S)c(=O)c1C(c1ccccc1)C(C#N)C#N (stereo not drawn)	u	x
Cc1nnsc1-c1onc(C)c1C(=O)Nc1cc(Cl)cc(Cl)c1	u	x
CCOC(=O)C1CCCN(C(=O)c2cnn3c(C(F)(F)F)cc(-c4ccccc4)nc23)C1 (stereo not drawn)	u	x
O=C(CCSc1ccc(Cl)cc1)c1ccco1	u	x
O=S(=O)(c1cnc[nH]1)N1CCCCCC1	u	x
COC(=O)c1ccc(-c2nc3ccc(C)cc3o2)cc1	u	x
COC(=O)C1(CC2CC(c3ccncc3)=NO2)CCN(C(=O)OC(C)(C)C)CC1 (stereo not drawn)	u	x
Nc1ccc2nc(C3CCCCC3)[nH]c2c1	13.0%	3.3
Cc1ccc(CNC(=O)CSc2nc3ccsc3c(=O)n2Cc2ccccn2)cc1	6.4%	6.3
CCCn1c(SCC(=O)NCc2cccs2)nc2c1c(=O)n(C)c(=O)n2C	14.7%	1.4
COC(=O)[C@H](C)NC(=O)Nc1cccc(Br)c1	-1.2%	x
COCC(=O)Nc1ccc(-c2cn3cccnc3n2)cc1	21.8%	-13.0
CC1(C)Cc2sc3c(=O)[nH]c(=S)[nH]c3c2CO1	-6.2%	17.1
Cc1cc2c(cc1S(=O)(=O)NCCc1ccccc1)NC(=O)CO2	22.9%	25.7
Cc1csc(SCC(=O)Nc2nnc(C)s2)n1	u	x
Cc1nnc2sc(-c3ccncc3)nn12	3.2%	-13.4
Cc1ccc(-c2cc(C(=O)NCCN3CCOCC3)c3ccccc3n2)o1	i	-25.4
CC(=O)N1Cc2ccccc2CC1C(=O)N1CCN(c2ccccc2)CC1 (stereo not drawn)	0.1%	-1.1
Cc1cc(-c2nn(C)c(=O)c3ccccc23)cc(C)c1O	u	x
Fc1ccc(C2=CC(c3ccco3)n3nnnc3N2)cc1 (stereo not drawn)	7.0%	2.1
CSc1ccccc1NC(=O)CN(C)C(=O)C1CCN(C(=O)Nc2ccccc2)CC1	u	x
COc1ccc(C(=O)N2CCOC2CNC(=O)C(=O)NCc2ccc3c(c2)OCO3)cc1 (stereo not drawn)	u	x
Cc1cccc(C(=O)NC2CCN(C(=S)NCc3ccco3)CC2)c1	u	x
CCOC(=O)c1c(N)sc2c1CCCC2	u	x
Cc1nn(CC#N)c(=O)n1-c1ccccc1	i	5.2
O=C(OCc1nnc(-c2cccs2)o1)c1cccnc1Cl	u	x
COC(=O)CC1C(=O)NCCN1C(=O)c1ccc2oc(C(C)C)nc2c1 (stereo not drawn)	i	x
CCOC(=O)CC(Nc1nc(N2CCOCC2)nc(N2CCOCC2)n1)c1ccccc1Cl (stereo not drawn)	u	x
CC1CCC(NC(=O)Cn2c3c(c(-c4ccccc4Cl)cc2=O)CCC3)CC1 (stereo not drawn)	-3.6%	x
CC(C)COc1ccc(C(=O)Nc2ccc([N+](=O)[O-])cc2)cc1	0.2%	11.9
CCc1ccccc1NC(=O)c1ccc(Cn2cc([N+](=O)[O-])cn2)cc1	u	x
CCCCNc1nc2c(c(=O)n(C)c(=O)n2C)n1CCC	5.1%	0.8
COC(=O)COc1ccc(Cl)cc1C1Nc2ccccc2C(=O)N1c1ccc(OC)cc1 (stereo not drawn)	u	x
CCN(CC)S(=O)(=O)c1ccc(C(=O)NC(=S)N(CCO)Cc2ccccc2)cc1	14.5%	22.8

As a short view, part of the list above:
smiles	S3 lipid droplet	S3 lipid droplet cell count max
Cc1[nH]c(=S)c(C#N)c(C)c1C(=O)Nc1ccccc1	u	x
CC(C)NC(=O)CCCC(=O)NC(C)C	u	x
CN(C)c1ccc(Nc2nc(N)c3ccccc3n2)cc1	u	x
Cc1ccc(CNC(=O)CNC(=O)c2ccc(Br)o2)cc1	13.2%	x
Cc1c(Cl)cccc1-n1c(SCC(=O)N(C)Cc2ccccc2)nnc1-c1ccncc1	u	x
COc1ccc(CNC(=O)c2cc(=O)c3cc(C)ccc3o2)cc1	u	x
CSc1ncccc1C(=O)NCCc1ccccc1	u	x

Next structures follow.
smiles	S3 lipid droplet	S3 lipid droplet cell count max
CC(CCc1ccco1)NC(=O)Nc1cccc(F)c1 (stereo not drawn)	28.7%	-12.0
COc1ccc(O)c(/C=N/n2c(-c3ccco3)csc2=Nc2cccnc2)c1	i	-17.4
CCOC(=O)c1c2n(c3ccc(O)cc13)CCC2	6.4%	2.7
COC(=O)CNC(=O)c1ccc2c(c1)S(=O)(=O)c1ccccc1C2=O	16.8%	-0.8
Cc1cccc(NC(=O)CSc2nnc(-c3cc(C)n(-c4ccccc4)c3C)o2)c1C	-1.0%	-0.4
N#C/C(=C(/O)CN1CCCC1)c1nc(-c2ccccc2)cs1	4.4%	2.6
N#CCSc1nc(-c2ccccc2)nc2ccc(F)cc12	u	x
CCc1ccc(-c2cc(C(=O)N/N=C/c3c[nH]c4ccccc34)[nH]n2)cc1	-16.3%	10.0
CC(=O)Nc1ccc2c(c1)nc(CCN1CCC(C)CC1)n2C	u	x
NC(=O)C1CC(=O)N(c2ccc(OCc3ccc(Cl)cc3)cc2)C1 (stereo not drawn)	1.8%	14.7
CC(C(=O)N1CCc2ccccc21)N1CCN(S(=O)(=O)c2ccc(C(F)(F)F)cc2)CC1 (stereo not drawn)	2.4%	-15.8
N#CCc1ccc(NS(=O)(=O)c2ccc(C3CCCCC3)cc2)cc1	u	x
CCC(=O)c1ccc(OCC(=O)NNC(=O)c2cc(C)oc2C)cc1	-5.3%[0.0737 µM]	-5.7
COc1ccc(CCNC(=O)Cc2ccc(NC3=NC4CS(=O)(=O)CC4S3)cc2)c(OC)c1 (stereo not drawn)	u	x
COc1ccc(OC)c(S(=O)(=O)N2CCc3ccccc32)c1	u	x
CCCCn1c(N)c(N(CCC(C)C)C(=O)c2c(C)noc2C)c(=O)[nH]c1=O	u	x
CC(=O)OCC1=C(C(=O)O)N2C(=O)C(NC(=O)CCn3nc(C)c(Cl)c3C)C2SC1 (stereo not drawn)	-13.7%	x
N#Cc1ccc(C(=O)OCC(=O)N2CCOCC2)cc1	u	x
CO/N=C(/COc1ccc(F)cc1)c1ccc(OC)cc1	19.3%	21.6
Cc1nnc(SCc2nnc(-c3cccs3)o2)s1	u	x
COc1ccccc1NC(=O)COc1ccc2ccccc2c1	u	x
Cc1ccc(Cl)cc1N1CCN(C(=O)c2ccc3nc[nH]c3c2)CC1	u	x
Cc1cc2cc(C)c(NCCNC(=O)c3ccccc3F)nc2cc1C	i	-14.3
N/C(=N\OC(=O)Cc1cccs1)c1ccccc1	6.5%	13.0
O=S(=O)(NCCc1ccccc1)c1ccc(F)cc1	10.4%	11.9
CCc1ccc(CCC(=O)Nc2sc(C)c(C)c2C(=O)OC)o1	u	x
Cc1c(NS(=O)(=O)c2cccc(C(=O)Nc3ccccc3)c2)c(=O)n(-c2ccccc2)n1C	-12.4%	-7.6
Cc1ccc(C(=O)n2nc(-c3ccccc3)nc2NCc2ccco2)cc1	u	x
COc1ccccc1NC(=O)c1nn(-c2ccc(F)c(F)c2)ccc1=O	7.2%	1.1
CCN(CC)S(=O)(=O)c1ccc(Cl)c(NC(=O)c2cc(Cl)cc(Cl)c2)c1	6.4%	-10.4
C=CCn1c(=O)c2c3c(sc2n2c(Nc4ccc(C(=O)OCC)cc4)nnc12)CCCC3	u	x
COC(=O)c1sccc1NC(=O)Nc1ccc(Cl)c(Cl)c1	u	x
C=CCNC(=O)c1onc(CSc2cccc(Cl)c2)c1C(=O)O	12.9%	3.0
CC(C)(C)C(=O)/C(C#N)=C/c1ccc(O)cc1	i	8.7
CCOc1ccc2[nH]c3c(=O)n(CCc4ccc(OC)cc4)cnc3c2c1	u	x
CCCn1c(N)c(C(=O)CN(C)CC(=O)Nc2c(C)cc(C)cc2C)c(=O)[nH]c1=O	u	x
O=C1C=C(NCC2CCCO2)CC(c2ccccc2)C1 (stereo not drawn)	u	x
CC(C)COP(=O)(c1ccc(N(C)C)cc1)C(O)c1ccncc1 (stereo not drawn)	6.9%	-0.6
CCCN(C(=O)CSc1nc2c(cnn2-c2ccccc2)c(=O)[nH]1)C1CCS(=O)(=O)C1 (stereo not drawn)	3.9%	-8.3
COc1ccccc1CNC(=O)C1CCN(S(=O)(=O)c2ccc3c(c2)OCCO3)CC1	i	x
Oc1ccc(/C=N/n2c(-c3ccccc3)n[nH]c2=S)cc1	u	x
CC(=O)Nc1cc(NC(C)=O)cc(C(=O)OCC(=O)N2CC(C)OC(C)C2)c1 (stereo not drawn)	25.9µM*	-18.5*
CCOC(=O)CNC(=O)CSc1ncnc2c1cnn2-c1ccccc1	u	x
COc1ccccc1N1CCN(C(=O)c2cc(-c3ccc(Cl)c(Cl)c3)on2)CC1	3.1%	0.1
O=C(CCCN=C1NS(=O)(=O)c2ccccc21)OCC(=O)c1ccc(F)cc1	23.4%	x
COc1ccc(/C=C/c2n[nH]c(=O)c(C#N)c2C)cc1	i	x
C=CCNC(=S)NNC(=O)C(CCCC)CC(C)O (stereo not drawn)	29.1µM*	-5.3*
O=C(NCCCN1CCCC1=O)NC12CC3CC(CC(C3)C1)C2	i	15.6
Cc1cccc(-n2nnc(C(=O)Nc3ccc(F)cc3)c2N)c1	i	x
C/C(N)=C(\C#N)C(=O)NCCc1ccccn1	i	x
CCN1CNC(=S)N(c2cccc(C)c2)C1	-13.2%	12.3
O=C(COC(=O)C1CCN(c2ccc(C(F)(F)F)cn2)CC1)Nc1ccc(F)cc1[N+](=O)[O-]	u	x
O=C1OC(/C(=C\Nc2ccc(F)cc2F)[N+](=O)[O-])c2ccccc21 (stereo not drawn)	u	x
O=c1[nH]c(CSc2nnc(-c3ccccc3)n2C2CCCCC2)nc2ccccc12	u	x
CC(C)(C)c1ccccc1OCC(=O)NCCC(=O)O	u	x
Cc1noc(C)c1S(=O)(=O)NCCN1CCN(c2ccccc2)CC1	-0.7%	10.9
COc1ccc(OC)c(Nc2nc(-c3sc(NC(=O)C(C)(C)C)nc3C)cs2)c1	u	x
COCC(=O)N(Cc1cc2cc(C)ccc2[nH]c1=O)c1ccccc1	i	-17.1
Cc1ccc2c(c1)C1CN(C)CCC1N2C(=O)COc1ccccc1F (stereo not drawn)	i	7.4
COc1cc(/C=C/c2cccc[n+]2C)ccc1OCC(=O)Nc1cccc(Cl)c1	u	x

Carrying on.
smiles	S3 lipid droplet	S3 lipid droplet cell count max
O=C(NCCc1ccccc1)c1c[nH]c2c(F)cccc2c1=O	u	x
Cc1csc(CN(C)C(=O)CC2C(=O)NCCN2CC(C)(C)C)n1 (stereo not drawn)	-0.8%	0.8
Cc1nn(CCC(=O)Nc2cccc(C#N)c2)c(C)c1S(=O)(=O)N1CCCCC1	-10.3%	-4.6
CCOC(=O)c1[nH]c(C)c(C(=O)NCc2cccnc2)c1C	6.7%	-13.2
COc1ccc(-n2c(=O)c(CCC(=O)N3CCC(C)CC3)nc3ccccc32)cc1	u	x
Cn1cc(SCC(=O)N2CCOCC2)c2ccccc21	i	22.5
Cc1nnc(SCC(=O)N2CCOCC2)[nH]c1=O	14.4%	2.4
Cc1cccc(C)c1NC(=O)CN(C)C(=O)Cn1c(=O)cnc2ccccc21	u	x
COc1cc(NC(=O)c2cccs2)c(OC)cc1NC(=O)CCC(=O)Nc1ccc(C)cc1	u	x
Cc1ccc(S(=O)(=O)Nc2c(C)n(C)n(-c3ccccc3)c2=O)cc1	u	x
Cc1occc(=O)c1OCc1c(Cl)cccc1Cl	14.3%	11.7
COc1ccc(-c2csc(CCN3N=C(C)CC3=O)n2)cc1	22.7%	x
COc1ccc(CC(=O)OCn2nnc3ccccc3c2=O)cc1	2.6%	16.7
CCOC(=O)CN(C(=O)Cn1nnc(-c2ccc(OC)cc2)n1)C(C(=O)NC1CCCC1)c1ccc(F)cc1 (stereo not drawn)	6.0%	3.5
Cc1csc2nc(CCNS(=O)(=O)c3cccs3)cn12	u	x
CC[N+]1=CN(c2ccccc2)C(C)=CC1(C)C	1.2%	3.3
